Bioassay records from PubChem BioAssay.
NCI-60 one-dose screen, 48 h, at 10 µM unless noted. Numbers give growth in % (100 = growth as untreated, 0 = no growth, -100 = all killed).
COLO 205: COLO 205 colon cancer | hit rate 7.3% among 79,000
KM12: KM12 colon cancer cells. hit rate 5% among 82,000. AID 1794800
NCI-H460: NCI-H460 lung cancer; hit rate 6.8% among 82,000
SW-620: SW-620 colon cancer; hit rate 5.2% among 82,000
HT29: HT29 colon cancer; hit rate 7.4% among 81,000; AID 1794748
NCI-H322M: NCI-H322M lung cancer; hit rate 2.7% among 80,000; AID 1794733
HCT-116: HCT-116 colon cancer; AID 1794798; hit rate 7.3% among 82,000
HCT-15: HCT-15 colon cancer; hit rate 5.2% among 82,000; AID 1794746
NCI-H226: NCI-H226 lung cancer; hit rate 3.5% among 79,000
An asterisk follows results filed as active; & = joins results of further samples. The calls were made as follows: active = growth percent below 10; inactive = the rest.

What do the screens show for `NS(=O)(=O)c1ccc(-n2nc(-c3ccc(Oc4ccccc4)cc3)ccc2=O)cc1`?
COLO 205: 95; KM12: 96; NCI-H460: 105; SW-620: 102; HT29: 107; NCI-H322M: 92; HCT-116: 101; HCT-15: 95; NCI-H226: 89

Results for Nc1nc(-c2ccc(Cl)cc2)cc(-c2cc(-c3ccc(Cl)cc3)nc(N)n2)n1 ?
COLO 205: 116; KM12: 106; NCI-H460: 120; SW-620: 113; HT29: 111; NCI-H322M: 116; HCT-116: 109; HCT-15: 108; NCI-H226: 90

What do the screens show for `CN1CCN(CC(O)COc2ccc(C(C)(C)c3ccc(OCC(O)CN4CCN(C)CC4)cc3)cc2)CC1` (stereo not drawn)?
COLO 205: 93; KM12: 95; NCI-H460: 108; SW-620: 97; HT29: 76; NCI-H322M: 100; HCT-116: 80; HCT-15: 92; NCI-H226: 95

Results for N[C@@H](Cc1cn(-c2ccnc3ccccc23)nn1)C(=O)O ?
COLO 205: 112; NCI-H460: 112; SW-620: 104; HT29: 102; NCI-H322M: 102; HCT-116: 104; HCT-15: 114; NCI-H226: 109

How did CC(=O)c1ccc(NC(=O)Nc2ccc(S(=O)(=O)Nc3ccc(Cl)nn3)cc2)cc1 do in these assays?
KM12: 103; NCI-H460: 109; SW-620: 104; HT29: 111; NCI-H322M: 96; HCT-116: 105; HCT-15: 107

Results for CCOC(=O)COc1nc(C)cc(C)c1C#N ?
COLO 205: 109; KM12: 100; NCI-H460: 106; SW-620: 98; HT29: 106; NCI-H322M: 98; HCT-116: 106; HCT-15: 101; NCI-H226: 99

How did C1=NN(c2ccccc2)C=NN1c1ccccc1 do in these assays?
COLO 205: 108; KM12: 15; NCI-H460: 25; SW-620: 100; HT29: 100; HCT-116: 87; HCT-15: 39; NCI-H226: 85

Results for COc1nc2c(c(=O)[nH]1)C(c1ccc(Oc3ccnc4cc(Cl)ccc34)c(OC)c1)C=C(c1ccc(Cl)cc1)N2 (stereo not drawn) ?
COLO 205: 115; KM12: 99; NCI-H460: 98; SW-620: 97; HT29: 82; NCI-H322M: 98; HCT-116: 77; HCT-15: 92; NCI-H226: 94

How did CCC1(CCC(C)C)SC(N)=NC1=O (stereo not drawn) do in these assays?
COLO 205: 120&94; KM12: 105&101; NCI-H460: 109&109; SW-620: 105&104; HT29: 105&98; NCI-H322M: 111&108; HCT-116: 103&99; HCT-15: 112&107; NCI-H226: 100&104

How did Fc1cccc(CNc2c3ccccc3nc3ccccc23)c1 do in these assays?
COLO 205: 17; KM12: 49; NCI-H460: 13; SW-620: 22; HT29: 14; NCI-H322M: 40; HCT-116: 13; HCT-15: 23; NCI-H226: 51

Results for O=C(/C=C/c1ccco1)Nc1ncc(Cc2cc(Cl)ccc2Cl)s1 ?
COLO 205: -14*; KM12: 10; NCI-H460: 3.9*; SW-620: 21; HT29: 9.7*; NCI-H322M: 44; HCT-116: 16; HCT-15: 14; NCI-H226: 39

How did Cn1cc(C(=O)c2nc(-c3c[nH]c4ccc(Br)cc34)no2)c2ccccc21 do in these assays?
COLO 205: 94; KM12: 94; NCI-H460: 98; SW-620: 96; HT29: 105; NCI-H322M: 92; HCT-116: 100; HCT-15: 91; NCI-H226: 71

Reprinted from the part before: 2 compounds; new compounds follow.
Results for O=C(/C=C/c1ccco1)Nc1ncc(Cc2cc(Cl)ccc2Cl)s1 ?
COLO 205: -14*; KM12: 10; NCI-H460: 3.9*; SW-620: 21; HT29: 9.7*; NCI-H322M: 44; HCT-116: 16; HCT-15: 14; NCI-H226: 39

How did Cn1cc(C(=O)c2nc(-c3c[nH]c4ccc(Br)cc34)no2)c2ccccc21 do in these assays?
COLO 205: 94; KM12: 94; NCI-H460: 98; SW-620: 96; HT29: 105; NCI-H322M: 92; HCT-116: 100; HCT-15: 91; NCI-H226: 71

Results for Cc1nc(N)sc1Cc1ccn(C)n1 ?
COLO 205: 116; KM12: 98; NCI-H460: 106; SW-620: 100; HT29: 104; NCI-H322M: 96; HCT-116: 99; HCT-15: 107; NCI-H226: 108

Results for O=C(Nc1ccccc1Cl)c1ccccc1CC(O)(c1ccccc1)c1ccccc1 ?
COLO 205: 102; KM12: 68; NCI-H460: 81; SW-620: 74; HT29: 69; NCI-H322M: 84; HCT-116: 53; HCT-15: 65; NCI-H226: 86

What do the screens show for `CCCC(=O)Oc1ccc(/C(=C(\C)c2ccc(OC)cc2)c2ccc(OCCN3CCCCC3)cc2)cc1`?
COLO 205: 68; KM12: 76; NCI-H460: 87; SW-620: 88; HT29: 1.8*; NCI-H322M: 90; HCT-116: 56; HCT-15: 64; NCI-H226: 83

Results for Fc1cccc(-n2ncc3c(Nc4ccc(-c5nnc(Nc6ccc(Cl)cc6)s5)cc4)ncnc32)c1 ?
COLO 205: 112; KM12: 100; NCI-H460: 103; SW-620: 96; HT29: 103; NCI-H322M: 96; HCT-116: 102; HCT-15: 106; NCI-H226: 94

Results for CCNc1ccccc1C(=O)O ?
COLO 205: 122&108; KM12: 113&110; NCI-H460: 118&113; SW-620: 115&101; HT29: 116&101; NCI-H322M: 85&94; HCT-116: 109&100; HCT-15: 100&108; NCI-H226: 106&92

Results for CC/C(=C(/c1ccc(Cl)cc1)c1ccc(OCCN2CCOCC2)cc1)c1ccccc1 ?
COLO 205: 100; KM12: 97; NCI-H460: 96; SW-620: 84; HT29: 76; NCI-H322M: 104; HCT-116: 78; HCT-15: 94; NCI-H226: 108

What do the screens show for `N/N=C(\N)c1c(N)nc(=S)[nH]c1-c1ccc(Cl)cc1Cl`?
COLO 205: 120; KM12: 105; NCI-H460: 116; SW-620: 106; HT29: 111; NCI-H322M: 106; HCT-116: 113; HCT-15: 111; NCI-H226: 106

How did Nc1nnc(-c2ccccn2)c(-c2c[nH]c3ccc(Cl)cc23)n1 do in these assays?
COLO 205: 118; KM12: 102; NCI-H460: 100; SW-620: 100; HT29: 112; NCI-H322M: 86; HCT-116: 89; HCT-15: 100; NCI-H226: 63

How did O=C(O)C1(c2ccccc2)CC1 do in these assays?
COLO 205: 128; KM12: 104; NCI-H460: 106; SW-620: 106; HT29: 104; NCI-H322M: 101; HCT-116: 114; HCT-15: 101; NCI-H226: 105

Results for Nc1ccccc1SC1CC(=O)N(c2ccccc2)C1=O (stereo not drawn) ?
COLO 205: 105; KM12: 98; NCI-H460: 104; SW-620: 94; HT29: 98; NCI-H322M: 93; HCT-116: 92; HCT-15: 89; NCI-H226: 91

What do the screens show for `c1ccc2cc3c(cc2c1)Cn1c-3nc2ccccc21`?
COLO 205: 109; KM12: 88; NCI-H460: 103; SW-620: 106; HT29: 100; NCI-H322M: 83; HCT-116: 100; HCT-15: 94; NCI-H226: 83

How did N#Cc1c(-c2cccs2)cc(-c2cnccn2)nc1SCC(=O)c1ccccc1 do in these assays?
COLO 205: 110; KM12: 99; NCI-H460: 103; SW-620: 100; HT29: 99; NCI-H322M: 99; HCT-116: 106; HCT-15: 92; NCI-H226: 96

Overlap with the part before: two compounds; new compounds follow.
What do the screens show for `c1ccc2cc3c(cc2c1)Cn1c-3nc2ccccc21`?
COLO 205: 109; KM12: 88; NCI-H460: 103; SW-620: 106; HT29: 100; NCI-H322M: 83; HCT-116: 100; HCT-15: 94; NCI-H226: 83

How did N#Cc1c(-c2cccs2)cc(-c2cnccn2)nc1SCC(=O)c1ccccc1 do in these assays?
COLO 205: 110; KM12: 99; NCI-H460: 103; SW-620: 100; HT29: 99; NCI-H322M: 99; HCT-116: 106; HCT-15: 92; NCI-H226: 96

Results for O=S(=O)(NCCNc1nccc(-n2ccc3cccnc32)n1)c1cccc(C(F)(F)F)c1 ?
COLO 205: 105; KM12: 102; NCI-H460: 94; SW-620: 103; HT29: 102; NCI-H322M: 88; HCT-116: 97; HCT-15: 76; NCI-H226: 87

How did N#Cc1ccc(CCc2ccccc2)[nH]c1=O do in these assays?
COLO 205: 119; KM12: 105; NCI-H460: 106; SW-620: 111; HT29: 110; NCI-H322M: 129; HCT-116: 105; HCT-15: 93; NCI-H226: 119

How did O=C(NNC(=S)Nc1ccccc1)c1cc(-c2ccncc2)n(-c2ccccc2)n1 do in these assays?
COLO 205: 125; KM12: 112; NCI-H460: 111; SW-620: 123; HT29: 101; NCI-H322M: 97; HCT-116: 106; HCT-15: 104; NCI-H226: 103

Results for Cc1ccc2c(n1)C(=O)C(Br)=C(c1ccccc1)C2=O ?
COLO 205: 24; KM12: 84; NCI-H460: 40; SW-620: 37; HT29: 107; NCI-H322M: 86; HCT-116: 31; HCT-15: 56; NCI-H226: 77

How did CC(C)(C)c1ccc(S(=O)(=O)Oc2ccc(-c3sc4cc(OS(=O)(=O)c5ccc(C(C)(C)C)cc5)ccc4c3C(=O)c3ccc(OCCN4CCCCC4)cc3)cc2)cc1 do in these assays?
COLO 205: 101; KM12: 95; NCI-H460: 104; SW-620: 101; HT29: 91; NCI-H322M: 96; HCT-116: 92; HCT-15: 98; NCI-H226: 95

What do the screens show for `Cc1ccc(C(=O)Nc2cc(-n3cnc(F)c3)cc(C(F)(F)F)c2)cc1C#Cc1cnc2cccnn12`?
COLO 205: 68; KM12: 39; NCI-H460: 70; SW-620: 45; HT29: 35; NCI-H322M: 98; HCT-116: 19; HCT-15: 36; NCI-H226: 44

What do the screens show for `[O-]/[N+](=C\c1ccc(-n2cc(Cc3ccccc3Cc3cn(-c4ccc(/C=[N+](/[O-])c5ccccc5)cc4)nn3)nn2)cc1)c1ccccc1`?
COLO 205: 107; KM12: 99; NCI-H460: 108; SW-620: 102; HT29: 101; NCI-H322M: 93; HCT-116: 91; HCT-15: 99; NCI-H226: 101

What do the screens show for `O=C1Nc2ccccc2/C1=C/C(=N/c1nnc(-c2ccc(Cl)cc2)s1)c1ccccc1`?
COLO 205: 0.6*; KM12: 66; NCI-H460: 64; SW-620: -53*; HT29: -56*; NCI-H322M: 77; HCT-116: -59*; HCT-15: 3.3*; NCI-H226: 84

What do the screens show for `CC(=O)Nc1cccc(S(N)(=O)=O)c1C`?
COLO 205: 121; KM12: 97; NCI-H460: 105; SW-620: 129; HT29: 103; NCI-H322M: 141; HCT-116: 101; HCT-15: 103; NCI-H226: 99

Results for COc1ccc(-c2nnc(SCC(=O)N3CCN(c4cc5c(cc4F)c(=O)c(C(=O)O)cn5C4CC4)CC3)o2)cc1OC ?
COLO 205: 74; KM12: 99; NCI-H460: 104; SW-620: 96; HT29: 95; NCI-H322M: 96; HCT-116: 55; HCT-15: 94; NCI-H226: 103

How did O=C1/C(=C/c2cccc3ccccc23)SC(=S)N1Cc1ccco1 do in these assays?
COLO 205: 111; KM12: 87; NCI-H460: 101; SW-620: 96; HT29: 90; NCI-H322M: 87; HCT-116: 86; HCT-15: 80; NCI-H226: 86

How did O=C(O)c1ccc2c(c1Nc1ccc(-c3ccc(Nc4c(C(=O)O)ccc5c4C(=O)c4ccccc4C5=O)cc3)cc1)C(=O)c1ccccc1C2=O do in these assays?
COLO 205: 115; KM12: 108; NCI-H460: 112; SW-620: 114; HT29: 101; NCI-H322M: 88; HCT-116: 102; HCT-15: 111; NCI-H226: 100

How did COc1cc(-c2nc(C(=O)NCCCC(=O)NO)nn2-c2ccc(Cl)cc2)cc(OC)c1OC do in these assays?
COLO 205: 99; KM12: 83; NCI-H460: 96; SW-620: 86; HT29: 103; NCI-H322M: 103; HCT-116: 94; HCT-15: 100; NCI-H226: 102

How did C=C1C(=O)O[C@H]2[C@H]1CC/C(COC(=O)C(C)c1ccc(CC(C)C)cc1)=C\CC[C@@]1(C)O[C@@H]21 (stereo partly drawn) do in these assays?
COLO 205: -10*; KM12: 32; NCI-H460: 38; SW-620: -60*; HT29: -54*; NCI-H322M: 98; HCT-116: -74*; HCT-15: -56*; NCI-H226: 84

How did CC(C)C(=O)OCCCCCOC(=O)C(C)C do in these assays?
COLO 205: 115; KM12: 107; NCI-H460: 110; SW-620: 99; HT29: 107; NCI-H322M: 95; HCT-116: 102; HCT-15: 97; NCI-H226: 99

Results for C=C[C@]1(C)C=C2CC[C@@H]3C(C)(C)C(=O)CC[C@@]3(C)[C@@H]2CC1 ?
COLO 205: 116; KM12: 99; NCI-H460: 109; SW-620: 105; HT29: 102; NCI-H322M: 77; HCT-116: 103; HCT-15: 106; NCI-H226: 126

What do the screens show for `NS(=O)(=O)c1ccc(Cn2c(=O)c3cc4c(=O)n(Cc5ccc(S(N)(=O)=O)cc5)c(=O)c4cc3c2=O)cc1`?
COLO 205: 111; KM12: 103; NCI-H460: 106; SW-620: 106; HT29: 102; NCI-H322M: 97; HCT-116: 102; HCT-15: 96; NCI-H226: 94

What do the screens show for `NS(=O)(=O)c1ccc(C(=O)NNCCC(=O)c2ccccc2)cc1`?
COLO 205: 113; KM12: 107; NCI-H460: 109; SW-620: 106; HT29: 107; NCI-H322M: 109; HCT-116: 108; HCT-15: 104; NCI-H226: 102

What do the screens show for `COc1ccc([N+](=O)[O-])cc1N`?
COLO 205: 105; KM12: 100; NCI-H460: 105; SW-620: 105; HT29: 75; NCI-H322M: 104; HCT-116: 103; HCT-15: 99; NCI-H226: 109

How did O=C(c1cc2cc(Br)ccc2o1)c1cc2ccccc2oc1=O do in these assays?
COLO 205: 107; KM12: 93; NCI-H460: 104; SW-620: 106; HT29: 122; NCI-H322M: 97; HCT-116: 94; HCT-15: 99; NCI-H226: 95

How did c1ccc(-c2nc3ccccc3s2)nc1 do in these assays?
COLO 205: 105; KM12: 101; NCI-H460: 101; SW-620: 108; HT29: 102; NCI-H322M: 103; HCT-116: 102; HCT-15: 95; NCI-H226: 94
